# Source: PubChem BioAssay (National Center for Advancing Translational Sciences (NCATS))
# ATXN2 expr inh = ATXN2 expression inhibition | HEK-293 ATXN2-luciferase reporter, luminescence, 24 h | Potency, µM (doses to about 57 µM), without a hit: at the highest dose activity change, negative = inhibition, actives largely listed as inhibitors | actives 0.72% (n = 360,000); also: % is scaled to controls: 0 for no effect and ±100 for the full control effect; nearly all actives have a fitted effect of over 55% in size
#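 qHTS (up to 57 uM final) was run with 24 h compound exposure of reporter cells at 37 °C. Each well was multiplexed: SteadyGlo luminescence measured ATXN2-luciferase expression after a fluorogenic Gly-Phe-AFC viability readout (25 uM final).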
# ATXN viability = cell viability loss in ATXN counter-screen; actives 0.49% (n = 400,000); AID 651635; S2 cells (HEK-293 line with an ATXN2-luciferase reporter) viability, CellTiter-Fluor protease fluorescence, 24 h; Potency, µM (titrated, usually from 56.7 µM), most hits filed as cytotoxic; also: nearly all actives have a fitted effect of over 40% in size
# HepG2 tox = HepG2 cytotoxicity, counter-screen for TGF-b inhibitors. Potency, µM (highest dose often 46.1 µM), without a hit: top-dose activity change, negative = cytotoxicity, actives largely listed as cytotoxic. actives 0.76% (n = 410,000). HepG2 CAGA-GFP viability, ATP luminescence, 18 h; also: some results filed as inactive show a strong effect at the top dose
#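 HepG2 CAGA-GFP cells (1000/well, DMEM with 1% FBS) received compound, then TGF-beta at 500 pg/mL final, and were incubated 18 hours at 37 degrees C. Viability was read by CellTiter-Glo luminescence. Media-only wells were set as complete cell-killing and DMSO as no toxicity.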
# A549 viability = counter-screen for Nrf2 inhibitors: cytotoxicity in A549 cells | Potency, µM (top dose mostly 46 µM), for the others: top-dose activity change, negative = cytotoxicity, actives largely listed as inhibitors | actives 0.16% (n = 390,000) | A549 ARE-Fluc cells, CellTiter-Fluor viability, 18-24 h | AID 504648; also: % is scaled to controls: 0 for no effect and ±100 for the full control effect
#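 A549 ARE-Fluc cells in 5% FBS OPTI-MEM, 5000 cells/well, rested 2 h then exposed to compounds in concentration-response for 18-24 h at 37 °C. Viability by CellTiter-Fluor fluorescence (Ex 405/Em 525) after 30 min; luciferase luminescence (BugLite, 15 min, RT) read afterwards.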
# TGFb inhibitor = inhibitors of TGF-b signaling. Potency, µM (highest dose often 46.1 µM), for inactives: at the highest dose activity, negative = inhibition, hits mostly inhibitors. HepG2 CAGA-GFP TGF-b/SMAD3 reporter, GFP fluorescence, 18 h; TGF-beta stimulated, 500 pg/mL final. actives 1.2% (n = 410,000); also: % is scaled to controls: 0 for no effect and ±100 for the full control effect; nearly all actives have a fitted effect of over 65% in size
#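 Using HEPG2 CAGA-GFP reporter cells at 1000 cells/well, we pinned test compounds, stimulated with recombinant TGF-beta (500 pg/mL final) and measured total well GFP after 18 h.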
# Nrf2 activator = Nrf2 pathway activation; AREc32 ARE-luciferase reporter (MCF7-derived line), luminescence, 24 h; Potency, µM (doses to about 46.1 µM), for the others: at the highest dose activation, most hits filed as activators; actives 0.31% (n = 410,000); also: % of control where 0% means no effect; nearly all actives have a fitted effect of over 65% in size
#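 AREc32_Fluc, 1000 cells/well, OPTI-MEM + 5% FBS, o/n 37 deg C 5% CO2; 23 nL cpd by pin tool, 24 hr; Steady-Glo 30 min RT, luminescence.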
# Nrf2 inh = Nrf2 pathway inhibition | A549 ARE-Fluc reporter, luciferase luminescence, 18-24 h | Potency, µM (titrated, usually from 46 µM), for the others: top-dose activity change, negative = inhibition, most hits filed as inhibitors | actives 2.1% (n = 360,000); also: % is scaled to controls: 0 for no effect and ±100 for the full control effect; nearly all actives have a fitted effect of over 60% in size
#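 A549 ARE_Fluc cells, 5000/well, 5% FBS OPTI-MEM; compounds in dose-response, 18-24 h at 37 °C/5% CO2; CellTiter-Fluor viability read (Ex 405/Em 525), then BugLite luciferase luminescence = Nrf2 activity.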
# EPAC2 antagonist = blocks human EPAC2 exchange factor; EPAC2 GEF exchange of Rap1B-BODIPY-GDP, fluorescence; Potency, µM (titrated, usually from 114 µM), without a hit: at the top dose activity, negative = inhibition, most hits filed as inhibitors; actives 0.18% (n = 360,000); also: % is scaled to controls: 0 for no effect and ±100 for the full control effect; nearly all actives have a fitted effect of over 45% in size; many of its hits are not listed in these tables
# Target sequence (Q8WZA2 whole entry, looked up): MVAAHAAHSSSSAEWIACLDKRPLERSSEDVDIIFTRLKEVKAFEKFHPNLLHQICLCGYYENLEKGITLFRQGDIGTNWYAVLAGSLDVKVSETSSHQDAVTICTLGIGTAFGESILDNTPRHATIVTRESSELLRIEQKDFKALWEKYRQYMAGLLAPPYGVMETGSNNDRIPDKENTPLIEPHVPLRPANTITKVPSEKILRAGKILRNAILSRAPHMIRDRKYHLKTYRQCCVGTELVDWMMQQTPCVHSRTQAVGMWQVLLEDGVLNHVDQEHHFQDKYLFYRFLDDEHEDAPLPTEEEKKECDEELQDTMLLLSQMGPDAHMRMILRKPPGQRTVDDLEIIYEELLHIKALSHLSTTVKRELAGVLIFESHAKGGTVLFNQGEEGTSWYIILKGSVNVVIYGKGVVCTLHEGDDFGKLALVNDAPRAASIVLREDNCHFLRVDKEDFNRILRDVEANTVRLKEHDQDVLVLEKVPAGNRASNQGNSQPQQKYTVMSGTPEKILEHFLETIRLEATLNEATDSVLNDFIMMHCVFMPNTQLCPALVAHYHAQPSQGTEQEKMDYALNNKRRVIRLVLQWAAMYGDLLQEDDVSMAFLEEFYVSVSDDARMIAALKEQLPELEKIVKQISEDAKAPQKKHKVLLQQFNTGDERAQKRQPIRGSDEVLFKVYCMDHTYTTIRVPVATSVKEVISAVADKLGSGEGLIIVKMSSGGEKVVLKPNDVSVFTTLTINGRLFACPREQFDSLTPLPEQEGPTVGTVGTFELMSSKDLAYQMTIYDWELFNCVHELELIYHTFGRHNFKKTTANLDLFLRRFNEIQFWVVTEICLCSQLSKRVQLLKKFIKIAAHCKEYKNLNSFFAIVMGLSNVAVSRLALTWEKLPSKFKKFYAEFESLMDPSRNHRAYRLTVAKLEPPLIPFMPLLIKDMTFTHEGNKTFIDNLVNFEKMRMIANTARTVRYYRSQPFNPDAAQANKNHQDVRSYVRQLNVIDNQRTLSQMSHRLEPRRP
# MCF10A rerep = inducers of DNA re-replication in MCF 10A breast cells; MCF 10A DNA re-replication, Hoechst nuclear intensity, 48 h; actives 2.9% (n = 350,000); AID 624296; Potency, µM (doses to about 46.1 µM), for the others: top-dose activity, positive = re-replication, most hits filed as activators; also: % of control where 0% means no effect; nearly all actives have a fitted effect of over 50% in size
# Numbers without * were called inactive; i = inactive; ? = inconclusive; . = no result given; & = joins results of further samples; [ ] = another dose, or the depositor's remark. Calls follow the shape of the dose curve; as a rule, active = well fitted curve in the direction sought with a large enough effect; inconclusive = small, poorly fitted or top-dose-only effect, or another doubt; inactive = no such curve, though single readings can be large; an effect the other way counts as inactive or inconclusive. Potency is read from the fitted curve at half-maximal effect.
# The line under a structure holds: ATXN2 expr inh | ATXN viability | HepG2 tox | A549 viability | TGFb inhibitor | Nrf2 activator | Nrf2 inh | EPAC2 antagonist | MCF10A rerep
1. CC(=O)N1CCOc2ccc(S(=O)(=O)N3CCC(C(=O)NCc4ccc(F)cc4)CC3)cc21
→ 17% | i | -17% | 4% | -4% | 0.0% | -20% | 22% | 3%
2. NS(=O)(=O)c1cc(C(=O)OCC(=O)Nc2ccc3[nH]c(=O)[nH]c3c2)ccc1Cl
→ 3% | i | 4% | 2% | 6% | -0.5% | 1% | -4% | -5%
3. CCOc1ccccc1C1C(C(=O)Nc2ccccc2OC)=C(C)Nc2nnnn21 (configuration not stated)
→ -2% | i | 4% | -17% | ? | 4.1% | 4% | 1% | -1%
4. COCCN(Cc1ccccc1)C(=O)c1ccc2c(=O)n3c(nc2c1)CCC3
→ 0% | i | 4% | 3% | 0% | -0.1% | 13% | 0% | 2%
5. Cc1cc(-c2nc3ncccc3o2)ccc1NC(=O)COc1ccccc1C
→ -2% | i | 1% | 9% | 1% | 0.1% | . | . | .
6. C[C@@H]1CN([C@@H](C)CO)C(=O)CCCn2nncc2CO[C@@H]1CN(C)S(=O)(=O)c1ccc(-c2ccccc2)cc1
→ -7% | i | -20% | . | -14% | 3.1% | . | 4% | .
7. CCCCCC(=O)Nc1ccc(C(=O)COC(=O)Cn2cnc3c2c(=O)n(C)c(=O)n3C)cc1
→ 3% | i | 0% | 1% | 5% | 5.2% | ? | 5% | -3%
8. CC1=CC2=NC(=O)/C(=C\c3cccn3CCOc3ccccc3)C(=N)N2O1
→ . | ? | 3% | ? | ? | 4.2% | -19% | -9% | 14%
9. c1ccc2c(c1)CNC1(CCCCC1)C2
→ -7% | i | 3% | -2% | 16% | 0.0% | -11% | 0%[57.1 µM] | -10%
10. Cc1ccc(OCC(=O)Nc2nnc(S(=O)(=O)N3CCC(C)CC3)s2)cc1
→ 1% | i | -16% | 1% | -30% | 0.5% | -10% | -6% | ?
11. CCOC(=O)c1c(O)c2ccccc2n(-c2ccccc2)c1=O
→ -5% | i | -2% | 14% | -36% | -0.3% | 0% | -2% | 0%
12. O=C(CC1Sc2ncnn2C1=O)Nc1ccccc1 (configuration not stated)
→ -10% | i | 11% | 1% | ? | -0.3% | 22% | 4% | ?
13. Cc1c(Cl)cccc1NC(=S)NNc1ncc(C(F)(F)F)cc1Cl
→ ? | ? | -13% | -25% | ? | 3.2% | ? | -20% | ?
14. O=C(Nc1ccc2ccccc2c1)c1onc2c1CCCC2
→ 37%[activator] | i | 6% | -11% | 4% | 0.1% | ? | -1% | ?
15. CC1CCc2c(sc(NC(=O)CCCn3cnc([N+](=O)[O-])n3)c2C(N)=O)C1 (configuration not stated)
→ -15% | i | -28% | -8% | -5% | 0.9% | -7% | 5% | 2%
16. C/C(=N\N=C(/N)c1nonc1N)c1ccc2c(c1)OCO2
→ . | i | -19% | -19% | -18% | 6.4% | ? | 2% | 0%
17. COc1ccc(-c2cc(C(=O)N3CCN(c4ccccc4)CC3)no2)cc1
→ 13%&24% | i | -23%&-18% | -14%&-12% | ? | 2.4%&-0.2% | ? | -8% | ?
18. CC(=O)c1c(C)[nH]c(C(=O)OCC(=O)Nc2cc(Cl)ccc2[N+](=O)[O-])c1C
→ ? | ? | -32% | -11% | ? | 7.6% | ? | -2% | ?
19. C/C=N\NC(=O)COc1cc(C)ccc1C
→ -21% | i | -77% | 1% | -6% | 3.2% | 1% | -5% | 11%
20. Cc1cc(C)n(C(=O)CN(C)S(=O)(=O)c2ccc([N+](=O)[O-])cc2)n1
→ -3% | i | -9% | 0% | -12% | -0.1% | 4% | 9% | ?
21. COc1ccc(C(=O)Nc2ccc3c(c2)nc(CCNC(C)=O)n3C)cc1
→ 18% | i | 4% | -17% | 9% | 0.4% | . | 6% | -18%
22. C=CCn1c(SCC(=O)N(CCOC)c2c(N)n(CC(C)C)c(=O)[nH]c2=O)nc2ccccc21
→ -4% | i | -5% | 4% | 6% | 1.7% | -5% | 11% | 1%
23. CC(C)NC(=O)c1ccccc1NC(=O)/C=C/c1ccc([N+](=O)[O-])cc1
→ -8% | i | 1% | . | 1% | -0.8% | ? | 10% | ?
24. CCCNS(=O)(=O)c1cc(Cl)ccc1OC
→ -11% | i | 8% | -6% | 17% | -1.0% | -22% | 3% | 0%
25. COc1ccc(CCN(C)C2CCCN(S(=O)(=O)N(C)C)C2)cc1OC (configuration not stated)
→ 10%[2.22 µM] | i | 2% | 1% | 0% | -0.3% | -12% | -2% | -17%
26. CCOC(=O)N1CCN(C(=O)CCCOc2ccccc2)CC1
→ 13% | i | 3% | 3% | 1% | -1.2% | ? | 13% | -1%
27. COc1ccc(C(=O)c2c[nH]c(C(=O)NCCCN3CCOCC3)c2)cc1
→ -17% | i | -26% | 5% | -12% | 0.2% | 1% | 5% | -2%
28. OCc1nc2ccccc2n1CC(O)Cn1ccc2ccccc21 (configuration not stated)
→ -19% | i | 9% | -4% | -10% | 2.0% | . | 3% | 6%
29. CCN(CC)S(=O)(=O)c1ccc(Cl)c(C(=O)OC2CC(C)OC2=O)c1 (configuration not stated)
→ 0% | i | 12% | 1% | 1% | -0.8% | 1% | 4% | -15%
30. Nc1ccc(CSc2ccc(Cl)cc2)c(Cl)c1
→ 54%[activator] | i | 7% | 6% | 0% | 9.3% | 27% | ? | 21µM*
31. CCC(=O)N1CCN=C1SCc1ccc(F)cc1
→ 5% | i | -27% | 1% | -24% | -0.2% | -23% | -4% | -5%
32. CN1CCN(C(=O)/C(=C/c2cn(S(=O)(=O)N(C)C)c3ccccc23)NC(=O)c2ccccc2Cl)CC1
→ -7% | i | 6% | 14% | 3% | -0.9% | -17% | 0% | -1%
33. CCOC(=O)N1CCN(S(=O)(=O)c2ccc(C(=O)Nc3nc4ccc(F)cc4s3)cc2)CC1
→ -25% | i | -34% | 10% | ? | 0.1% | 2% | -2% | 16µM*
34. O=C(NCCc1ccc(Cl)cc1)C1CCN(S(=O)(=O)c2ccc(Br)s2)CC1
→ -35% | i | 0% | -1% | 10% | 0.4% | -18% | -14% | 1%
35. O=C(c1ccccc1F)N(Cc1ccccc1)Cc1ccccc1
→ -16% | i | -4% | 3% | -3% | -2.1% | -17% | ? | ?
36. Cc1ccc(NC(=O)N2CCN(c3ccc(Cl)c(Cl)c3)CC2)cc1
→ . | . | -12% | -7% | . | -0.5% | ? | . | .
37. COc1cc(NC(=O)CCC(=O)c2cccs2)cc(OC)c1
→ 16% | ? | -3% | -1% | -13% | 24% | 3% | 3% | -4%
38. CC(=O)Nc1ccc(NC(=O)CN(c2cccc(C)c2)S(C)(=O)=O)cc1
→ -20% | i | 0% | -14% | 17% | -0.3% | 1% | 14% | 4%
39. Cc1ccnc(NC(=O)C2CCN(S(=O)(=O)c3ccc(Cl)c(C(F)(F)F)c3)CC2)c1
→ 5% | i | -31% | -1% | 13% | -0.3% | -25% | -6% | 20%
40. CCOC(=O)c1cc(-c2ccc([N+](=O)[O-])cc2)nc2c1c(=O)[nH]c(=O)n2Cc1ccccc1
→ -10% | i | -8% | 2% | 0% | -0.6% | -1% | -16% | 2%
41. Cc1nn(C)cc1S(=O)(=O)N1CCN(Cc2cccc(Cl)c2)CC1
→ -23%[11.3 µM] | i | -1% | 6% | -12% | -0.5% | 17% | -3% | 0%
42. CC(NC(=S)Nc1ccccc1Cl)C(c1cccs1)N1CCCC1 (configuration not stated)
→ 1% | i | -21% | -21% | -14% | 0.2% | 5% | -16% | ?
43. COc1ccc(NC(=O)c2ccccc2Cl)cc1NC(=O)CN1CCOCC1
→ 3% | i | -6% | 0% | 10% | -0.5% | 8% | -8% | 1%
44. N#Cc1ccccc1Cn1c(=O)n(Cc2ccc(C(=O)NCc3ccco3)cc2)c(=O)c2sccc21
→ 4% | i | 11% | -3% | 3% | 4.0% | -15% | 5% | 1%
45. COC(=O)CNC(=O)Cn1nc(C)c([N+](=O)[O-])c1C
→ . | i | -1% | 5% | -2% | 0.2% | -17% | 0% | -2%
46. CCOC1=C2CN(S(=O)(=O)c3ccc(C)cc3)[C@H](c3cccc(Cl)c3)C[C@H]2[C@H]2C(=O)N(c3ccccc3)C(=O)[C@H]2C1
→ 2% | ? | -8% | . | 0% | 0.0% | . | 26% | .
47. O=C(O)c1ccc(N=C2NC(=O)C(CO)(CO)S2)cc1
→ -5% | i | -21% | -2% | -3% | 0.1% | 2% | -8% | 10%
48. Cc1nc(NS(=O)(=O)c2ccccc2)sc1C(=O)N/N=C/c1ccccc1
→ . | i | -17% | -1% | -2% | -0.7% | -13% | -9% | -3%
49. CCn1c(Cn2nnc(-c3ccccc3)n2)nnc1SCC(=O)Nc1cccc(C(C)=O)c1
→ -2% | i | 4% | -14% | -7% | -0.7% | ? | 0% | 21µM*
50. Cn1c(Cn2c(=O)sc3ccccc32)nnc1SCC(=O)Nc1ccc(F)cc1
→ -2% | i | -2% | -1% | -1% | 0.2% | -1% | 6% | -8%
51. COc1cccc(C2CC(c3c(Cl)cccc3Cl)n3nc(N)nc3N2)c1 (configuration not stated)
→ 5% | i | 19% | -3% | 12% | -0.1% | -14% | 4% | 0%
52. Cc1ccc(-c2cn3nc(C)c(C)nc3n2)cc1
→ 6.3µM* | . | -30% | ? | 14% | -2.7% | ? | -6% | ?
53. O=C(COc1ccc(S(=O)(=O)N2CCCCC2)cc1)N1CCCC1
→ 4% | i | 4% | 2% | 0% | -0.3% | -1% | 3% | -22%
54. O=C(C1COc2ccccc2O1)N1CCc2ccccc21 (configuration not stated)
→ 59%[activator] | i | 6% | ? | -3% | 4.3% | ? | 1% | 6%
55. S=c1ncc2[nH]c(=S)[nH]c2[nH]1
→ -4% | i | -18% | 10% | 14% | 3.1% | 14% | 1% | ?
56. Cc1cccc(N2CCN(C(=O)c3ccc(NC(=O)C4CCCO4)cc3)CC2C)c1 (configuration not stated)
→ 2% | i | -1% | -5% | 1% | -0.4% | -46% | 5% | 22%

# Just TGFb inhibitor (2 entries from above):
No.	smiles	TGFb inhibitor
55	S=c1ncc2[nH]c(=S)[nH]c2[nH]1	14%
44	N#Cc1ccccc1Cn1c(=O)n(Cc2ccc(C(=O)NCc3ccco3)cc2)c(=O)c2sccc21	3%

# Only part of the results is shown; count on the stated rates, not on these rows.
